Bioassay records from PubChem BioAssay.
esBAF inh – inhibitors of esBAF chromatin remodeling in mouse ES cells; Bmi1-luciferase knock-in reporter, 24 h; 100% = twice the neutral-well signal; reporter increase, % at 12.5 µM; actives 2% (n = 350,000); in the data active = activation above about 40%; inconclusive = no clear call, values can overlap the other calls;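 also: 0% = median of the plate's neutral control wells and 100% = double that signal; a rise in the Bmi1 reporter signal indicates esBAF inhibition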
LGR2 inh – Drosophila LGR2 receptor signaling inhibition. HEK293 LGR2, CRE-luciferase, bursicon-stimulated, 4 h. inhibition, % at 9.99 µM. actives 0.35% (n = 380,000);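 active = drop in luminescence signal, shown as inhibition above about 50% in the replicate tests, limit read from the data, passing the limit was not always enough; inconclusive = probably only some replicates passing the limit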;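 also: agonist challenge used bursicon conditioned medium at about half maximal strength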
C2C12 statin – suppressors of simvastatin-induced myotoxicity in C2C12 myotubes; ATP luminescence, 48 h; scaled: DMSO 0, geranylgeraniol control 100; rescue of ATP level, % at 7.49 µM; actives 0.78% (n = 330,000); AID 602340;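 active = mean ATP rescue above about 67%, or every replicate alone reaching that limit, limit read from the data, passing the limit was not always enough; inconclusive = no clear call, values can overlap the other calls; inactive = mean under the limit and some replicate under it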;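 also: myotubes were challenged with 10 µM simvastatin during compound exposure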
FN deposit inh – fibronectin deposition inhibition; actives 0.086% (n = 350,000); AH1F fibroblasts, Alexa488-fibronectin deposition fluorescence, overnight; AID 743247; inhibition, % at 12.6 µM;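 active = mean inhibition across replicates of 30% or more, regardless of how many single replicates reach that level; inconclusive = mean under 30% yet at least half of replicates reach 30%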;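 also: positive control wells lacked labelled fibronectin entirely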
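test system = AH1F fibroblasts assembling fluorescent fibronectin matrix | quantity = 10000 AH1F cells per well | buffer or medium = DMEM plus 2% serum, read in PBS | doses = single dose, pinned | incubation = 1 h cell attachment, overnight exposure to compound and label | detection = fluorescence at 485 nm excitation, 525 nm emission | read-out basis = inhibition from reduced deposited-fibronectin fluorescence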
CASP6 VEID inh – inhibitors of human caspase-6; inhibition, % at 12.5 µM; actives 0.53% (n = 350,000); purified caspase-6, Z-VEID-R110 cleavage fluorescence;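 active = mean inhibition across replicates at least about 35%, with every replicate also reaching that limit, limit read from the data; inconclusive = only one of the two criteria met; inactive = neither criterion met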;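 also: 0% = median of neutral control wells and 100% = no fluorescence left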
Target sequence (P55212 24-179 limits assumed): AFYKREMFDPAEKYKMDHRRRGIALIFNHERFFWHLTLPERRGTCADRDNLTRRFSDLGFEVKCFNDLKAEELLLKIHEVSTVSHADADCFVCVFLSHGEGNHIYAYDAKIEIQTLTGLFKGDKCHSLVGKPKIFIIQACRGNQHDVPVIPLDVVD
Target sequence (P55212 194-293 limits assumed): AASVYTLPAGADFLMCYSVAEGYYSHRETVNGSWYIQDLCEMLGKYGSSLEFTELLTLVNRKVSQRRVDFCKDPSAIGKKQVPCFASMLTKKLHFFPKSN
S100A4 inh HTS – inhibitors of human S100A4 binding to myosin IIA peptide; inhibition, % at 10.7 µM; P26447; actives 0.14% (n = 360,000); S100A4/TAMRA-MyoIIA peptide fluorescence polarization;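 active = mean inhibition of at least 70% across replicates, with every replicate also reaching that level; inconclusive = mean inhibition reaches 70% but some replicates fall short; inactive = mean inhibition below 70%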
Target sequence (P26447 whole entry, looked up): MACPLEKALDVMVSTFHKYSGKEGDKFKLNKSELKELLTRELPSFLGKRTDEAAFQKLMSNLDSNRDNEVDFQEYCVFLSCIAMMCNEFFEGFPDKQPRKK
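Material: S100A4 monomer protein / Buffer or medium: 50 mM HEPES pH 7.2, 10 mM CaCl2, 100 mM KCl / Times: 5 min incubation before reading / Benchmarks: neutral control DMSO, positive control TFP / Reagent: labelled myosin peptide probe, 5 nM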
SIRT5 block – blocks human SIRT5 desuccinylation of peptide. Purified SirT5, succinyl-peptide AMC, trypsin-coupled fluorescence. inhibition, % at 15 µM. actives 1.1% (n = 330,000); in the data active = inhibition above about 15%; inconclusive = no clear call, values can overlap the other calls
Target sequence (Q9NXA8 whole entry, looked up): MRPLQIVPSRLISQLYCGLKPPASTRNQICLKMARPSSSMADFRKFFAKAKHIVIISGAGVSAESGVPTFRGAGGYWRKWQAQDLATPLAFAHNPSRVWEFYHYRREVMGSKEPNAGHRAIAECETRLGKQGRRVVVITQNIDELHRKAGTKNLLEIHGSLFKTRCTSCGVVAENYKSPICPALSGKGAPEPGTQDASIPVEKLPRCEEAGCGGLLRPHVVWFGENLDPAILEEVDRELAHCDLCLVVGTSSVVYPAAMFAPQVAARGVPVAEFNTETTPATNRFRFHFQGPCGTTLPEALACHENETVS
The depositor's hits bear a star; ? = inconclusive; nt = no result given. This is a subset; the hit share may differ from the screen's.

item	structure	esBAF inh	LGR2 inh	C2C12 statin	FN deposit inh	CASP6 VEID inh	S100A4 inh HTS	SIRT5 block
1	O=C(CSCc1ccc(Cl)cc1)Nc1cc([N+](=O)[O-])ccc1O	nt	14.5	nt	9.8	-0.7	-23.7	-1.3
2	COc1ccccc1C(=O)Nc1nsc(-c2ccccc2)n1	45.6*	-34.9	-2.7	-7.1	2.9	-0.8	6.5
3	Cn1c(SCC(=O)Nc2ccccc2F)nnc1C1CCCCC1	-6.2	9.6	8.0	9.4	8.4	-2.6	-1.0
4	Cc1ccccc1C(=O)NC(CC(C)C)C(=O)OCC(=O)c1c(N)n(C)c(=O)n(C)c1=O (stereo not drawn)	nt	4.9	nt	0.3	-6.1	-1.1	-0.5
5	COC(=O)c1[nH]c2ccc(Cl)cc2c1NC(=O)Oc1ccccc1	57.9*	nt	-4.1	1.2	nt	nt	nt
6	CCC1(c2ccccc2)NC(=O)N(CC(=O)NNC(=O)COc2ccc(Cl)cc2C)C1=O (stereo not drawn)	6.1	10.6	0.6	-0.1	1.6	-9.7	-4.6
7	COc1ccc(C(CNC(=O)c2cccc(S(=O)(=O)Nc3ccc(C)cc3)c2)N2CCOCC2)cc1 (stereo not drawn)	nt	19.6	nt	3.0	1.1	-2.9	7.5
8	COc1ccc(/C=N/NC(=O)c2nn(C)cc2Br)cc1CSCc1ccco1	nt	7.5	nt	-5.5	-0.1	5.1	5.1
9	CCCNC(=O)C[C@H]1CC[C@@H]2[C@H](COc3ccc(NC(=O)c4cc(C)on4)cc3C(=O)N2C)O1	0.0	9.5	-9.5	-8.0	0.5	2.7	-2.4
10	COc1ccc(-c2cn(-c3ccc(OC)cc3)c3[n+]2-c2ccccc2CC3)cc1	nt	23.5	nt	nt	-0.9	5.3	-2.0
11	O=C(Cc1cccs1)NCCN1CCOCC1	nt	1.2	nt	3.2	0.1	-2.3	-2.2
12	COc1ccccc1NC(=O)N1C[C@H](O)COC[C@H]2O[C@@H](CC(=O)NCCc3ccccc3)CC[C@@H]21	-1.3	-2.1	-1.9	-8.8	-0.5	0.6	-4.0
13	Cc1noc(/C=C/c2ccccc2F)c1S(=O)(=O)N1CCC(C(=O)N2CCN(C)CC2)CC1	-7.6	7.3	-6.2	1.0	-3.2	-0.1	1.5
14	COc1ccc(C(=O)N/N=C/c2ccc3cccc(O)c3n2)cc1	nt	-8.7	nt	-0.2	9.6	3.7	-1.3
15	O=C(Cc1cccnc1)N[C@H]1CC[C@H](CCn2cc(-c3ccccc3F)nn2)O[C@@H]1CO	4.1	3.3	15.3	nt	2.6	-2.2	-1.1
16	N#C[C@H]1[C@H](c2ccccc2)[C@@H](CO)N1S(=O)(=O)c1ccc(-c2ccccc2)cc1	0.3	-5.4	49.9	-8.5	-2.7	6.3	1.9
17	COc1ccc(C2/C(=C(/O)c3ccc(C)cc3)C(=O)C(=O)N2C)c(OC)c1 (stereo not drawn)	6.2	-10.9	7.2	-4.7	-2.2	-5.9	-1.9
18	CC(C)[C@H](NC(=O)c1cc2cc(Cl)ccc2n1C)C(=O)N[C@@H](C(=O)O)c1ccccc1	-7.3	8.5	3.1	-0.7	2.9	-0.5	-3.6
19	O=C(O)CC(c1ccccc1)c1ccc2c(c1)OCO2 (stereo not drawn)	-3.8	-1.7	2.8	-6.2	6.4	1.7	nt
20	Cc1ccc(-c2nn(CC(=O)NN3CCOCC3)c(=O)c3ccccc23)cc1	nt	4.9	nt	-3.5	-0.5	6.7	0.2
21	Nc1cc(Cl)ccc1C(=O)OCC(=O)NC1CCCCC1	nt	-13.3	nt	nt	-2.1	-5.3	-1.2
22	CN(CCc1ccccn1)C(=O)CCC1CCCN(C(=O)c2cscn2)C1 (stereo not drawn)	-2.7	-0.4	-1.0	-1.2	-2.5	-1.3	-1.6
23	O=C(NCc1ccco1)c1cc(NS(=O)(=O)c2cccc([N+](=O)[O-])c2)ccc1O	nt	?	nt	1.0	3.9	-6.5	-1.3
24	CCCCc1nnc(NC(=O)C(C)Sc2nc(O)c(Cc3ccccc3)c(=O)[nH]2)s1 (stereo not drawn)	-2.9	22.5	4.1	2.2	4.8	-4.0	-1.5
25	CCS(=O)(=O)Nc1ccc2c(c1)C(=O)N(C)C[C@@H](OC)[C@H](C)CN(CC1CCCCC1)[C@@H](C)CO2	0.7	-3.9	26.4	3.0	0.9	-9.8	9.7
26	O=S(=O)(NCCc1ccccc1F)c1cccc(S(=O)(=O)N2CCOCC2)c1	-0.7	nt	9.5	-0.5	nt	nt	nt
27	NC(=O)C1(N2CCCCC2)CCN(CC(=O)Nc2cc(Cl)ccc2Cl)CC1	nt	1.9	nt	nt	2.7	3.7	-1.0
28	COc1ccccc1CNC(=O)C[C@H]1CC[C@@H]2[C@H](COC[C@@H](O)CN2C(=O)Nc2ccccc2)O1	-2.4	2.7	-9.4	-4.2	-0.3	14.8	-3.0
29	O=C1c2ccccc2C(O)N1c1cccnc1 (stereo not drawn)	8.3	-9.0	6.7	2.2	-1.7	0.8	-4.9
30	CCC1(c2ccc(F)cc2)NC(=O)N(CC(=O)Nc2cc(S(=O)(=O)N(C)C)ccc2Cl)C1=O (stereo not drawn)	nt	nt	nt	-7.6	4.5	-7.8	-4.1
31	CC(Sc1nc2sc3c(c2c(=O)n1-c1ccccc1)CCCC3)C(=O)O (stereo not drawn)	nt	5.1	nt	3.8	1.1	7.5	2.5
32	COc1ccc2c3c(n(C)c2c1)[C@H](CO)N(Cc1cccc(F)c1)CC31CN(C(=O)Cc2ccccc2)C1	nt	8.9	nt	nt	4.0	9.0	0.1
33	Cc1ccc(S(=O)(=O)N2CCc3cc4c(cc3C2C)OCCCO4)cc1 (stereo not drawn)	2.3	-4.8	-13.4	6.3	-0.3	-6.0	-0.4
34	Cc1ccnc2c(N3C(=O)C4C5c6ccccc6C(c6ccccc65)C4C3=O)cccc12 (stereo not drawn)	-0.3	nt	6.9	6.6	nt	nt	nt
35	O=C(N[C@@H]1CC[C@@H](CCn2cc(C3(O)CCCC3)nn2)O[C@@H]1CO)C1CCCC1	0.5	8.3	-0.2	-5.4	-1.7	-1.4	2.2
36	CCOc1cc(C(=O)N2CCN(c3ccccn3)CC2)cc(OCC)c1OCC	-0.5	8.1	-1.5	-4.2	-2.5	-2.5	-2.5
37	CCc1ccc([C@H]2C(C(=O)O)=C[C@@H](C(C)(C)C)N2S(=O)(=O)c2ccc(C)cc2)cc1	-2.8	-17.5	-7.9	-7.4	5.9	6.8	-4.1
38	CO[C@@H]1CN(C)C(=O)c2cc(NC(=O)Nc3ccccc3F)ccc2OC[C@@H](C)N(S(=O)(=O)CC(F)(F)F)C[C@H]1C	7.0	4.2	-5.4	-7.6	0.8	-7.8	0.8
39	CCCN(C(=O)c1ccc(-n2cncn2)c([N+](=O)[O-])c1)C1CCS(=O)(=O)C1 (stereo not drawn)	5.0	19.3	0.9	-9.6	-0.9	-10.1	-0.6
40	CCc1cccc2c(SC(C)C(=O)NCC3CCCO3)nc(-c3ccccc3)nc12 (stereo not drawn)	-6.0	nt	13.5	-3.0	nt	nt	nt

Rewritten with one line to a screen: part of the list above
33) Cc1ccc(S(=O)(=O)N2CCc3cc4c(cc3C2C)OCCCO4)cc1 (stereo not drawn)
34) Cc1ccnc2c(N3C(=O)C4C5c6ccccc6C(c6ccccc65)C4C3=O)cccc12 (stereo not drawn)

entry no.,33,34
esBAF inh,2.3,-0.3
LGR2 inh,-4.8,nt
C2C12 statin,-13.4,6.9
FN deposit inh,6.3,6.6
CASP6 VEID inh,-0.3,nt
S100A4 inh HTS,-6.0,nt
SIRT5 block,-0.4,nt

Next structures.
item	structure	esBAF inh	LGR2 inh	C2C12 statin	FN deposit inh	CASP6 VEID inh	S100A4 inh HTS	SIRT5 block
41	O=C(COC(=O)CN1C(=O)COc2ccccc21)NC1CCCCC1	-3.6	8.2	0.4	-10.8	-0.4	-2.6	3.2
42	O=C(Nc1ccc2c(c1)[C@H]1C[C@H](CC(=O)N3CCOCC3)O[C@@H](CO)[C@H]1O2)Nc1ccccc1F	-4.7	-18.3	10.7	4.5	-1.8	3.4	-2.6
43	CC(=O)NC1=NN(C(C)=O)C2(S1)C(=O)N(C(C)C)c1ccc(C)cc12 (stereo not drawn)	2.8	nt	8.4	6.3	nt	nt	nt
44	CN(CC(=O)NCC(c1ccco1)N1CCCCC1)S(=O)(=O)c1ccc(Cl)cc1 (stereo not drawn)	1.0	-0.3	20.9	0.3	-2.2	-13.8	-4.2
45	C/C(=N/NC(=O)CCc1ccccc1)c1ccco1	nt	-13.1	nt	-4.0	2.7	0.4	-0.9
46	CN1CCN(c2ccc(NC(=S)NC(=O)c3cccc4c(Cl)cccc34)cc2)CC1	-5.8	5.8	-25.6	-3.5	-14.3	7.0	-0.8
47	COc1ccc(C(=O)N2CCN(c3ccccc3Cl)CC2)cc1S(=O)(=O)NC1CC1	1.0	-11.0	16.8	2.6	-8.8	0.1	4.0
48	CCc1ncc(CN2CCCC(C(=O)Nc3cccc(-c4ccc(F)cc4)c3)C2)cn1 (stereo not drawn)	4.0	4.5	-2.6	2.7	0.0	0.9	-0.2
49	Cc1ccc(S(=O)(=O)N[C@@H]2C=C[C@H](CC(=O)NC3CCCCC3)O[C@@H]2CO)cc1	6.4	-27.7	3.5	-4.8	1.2	6.5	0.6
50	O=C(O)C1Cc2ccccc2CN1S(=O)(=O)/C=C/c1ccccc1 (stereo not drawn)	-5.2	-1.5	-3.4	2.0	3.7	-6.8	-5.2
51	COc1ccccc1NS(=O)(=O)c1cc(NC(=O)CN2C(=O)NC3(CCCCC3)C2=O)ccc1C	4.4	-5.9	7.7	-5.3	2.1	2.5	-0.1
52	CCOc1ccccc1NS(=O)(=O)c1ccc2c(c1)NC(=O)CCS2	6.3	3.0	3.5	-0.4	4.0	-6.4	-0.4
53	C/C=C/c1ccc([C@H]2[C@@H](CO)N3CCCCN(C(=O)Nc4ccc(OC)cc4)C[C@H]23)cc1	nt	-10.3	nt	nt	-4.6	-1.5	3.2
54	CCCc1nc2ccccc2n1C(=S)SC	nt	-0.8	nt	-6.2	-0.8	-8.0	-4.6
55	CC(C)C#Cc1ccc2c(c1)O[C@H](CN(C)CC1CCOCC1)[C@H](C)CN([C@@H](C)CO)S2(=O)=O	-4.4	15.1	-10.9	2.3	-4.9	-10.1	-7.1
56	COc1cccc(C#Cc2ccc([C@@H]3[C@@H](C#N)N(C(=O)c4ccccn4)[C@H]3CO)cc2)c1	2.2	-8.3	-144.2	-11.4	0.0	1.2	6.0
57	Cc1nc(-c2ccc([N+](=O)[O-])cc2)nc2[nH]ccc(=O)c12	?	-77.0	0.3	-4.3	0.6	-5.4	-3.4
